Screening results from PubChem BioAssay.
bIAP activator = intestinal alkaline phosphatase (bovine) activation; purified bovine IAP, CDP-star luminescence, 30 min; hits give high values; fold of DMSO-control signal, blank-subtracted; activation factor at 20 µM; 0.17% of 200,000 active;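 active = activation factor of 2 or more at 20 µM, a signal rise over negative controls twice the positive control's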
PPARg SRC2 recr = PPARgamma-driven SRC-2 recruitment agonism; P37231; PPARgamma LBD-SRC-2 recruitment, biochemical; 0.34% of 200,000 active; activation, % at 8 µM; AID 1032; in the data active = activation above about 22%;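 note: 0% = vehicle and 100% = reference agonist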
ROMK mod = modulates human ROMK potassium channel activity | B-score at 10 µM | P48048 | Tet-inducible ROMK, thallium flux fluorescence; actives lie on both sides | 2% of 130,000 active;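 active = signal ratio slope over the read window, or its plate-corrected B-score, at least 3 SD from the plate mean, either direction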;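 note: B-score of the F/F0 ratio slope over 7 to 12 s after thallium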
Target sequence (P48048 whole entry, looked up): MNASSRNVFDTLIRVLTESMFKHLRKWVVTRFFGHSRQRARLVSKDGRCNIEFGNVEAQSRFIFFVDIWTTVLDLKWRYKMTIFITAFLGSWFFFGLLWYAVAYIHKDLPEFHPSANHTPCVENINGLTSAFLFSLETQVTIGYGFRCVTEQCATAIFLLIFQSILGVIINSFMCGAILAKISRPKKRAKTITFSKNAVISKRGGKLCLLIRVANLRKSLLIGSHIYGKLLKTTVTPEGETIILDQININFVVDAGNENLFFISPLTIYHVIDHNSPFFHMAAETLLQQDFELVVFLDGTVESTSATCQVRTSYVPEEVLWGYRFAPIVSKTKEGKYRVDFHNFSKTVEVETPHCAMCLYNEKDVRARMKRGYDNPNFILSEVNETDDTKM
S1P3 antag = antagonists of human S1P3 receptor | Q99500 | CHO S1P3 NFAT-BLA reporter, FRET fluorescence, antagonist mode | inhibition, % at 4.98 µM | 0.27% of 170,000 active | AID 485;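 active = inhibition above the plate cutoff, the mean inhibition of test wells on that plate plus 3 SD, cut at about 28% in these data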;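 note: cells challenged with S1P at its EC80 of 0.8 µM; blue over green emission ratio from cleaved BLA substrate after 4 h stimulation; 0% = S1P-stimulated wells and 100% = unstimulated DMSO-only wells; some compounds past the cut are filed as inactive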
Target sequence (Q99500 whole entry, looked up): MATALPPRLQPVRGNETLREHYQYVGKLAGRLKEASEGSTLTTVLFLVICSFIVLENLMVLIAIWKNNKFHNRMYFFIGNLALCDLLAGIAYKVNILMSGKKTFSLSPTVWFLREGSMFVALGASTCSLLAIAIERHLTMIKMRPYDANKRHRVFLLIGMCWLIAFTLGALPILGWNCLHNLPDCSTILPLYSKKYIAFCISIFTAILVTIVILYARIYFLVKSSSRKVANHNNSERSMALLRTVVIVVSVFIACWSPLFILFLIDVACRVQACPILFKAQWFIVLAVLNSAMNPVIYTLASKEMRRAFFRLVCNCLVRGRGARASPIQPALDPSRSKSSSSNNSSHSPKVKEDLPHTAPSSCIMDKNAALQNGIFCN
L major viab = Leishmania major promastigote growth inhibition; 9% of 200,000 active; Leishmania major promastigotes, resazurin fluorescence viability; inhibition, % at 10 µM; in the data active = inhibition above about 50%;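 note: promastigotes grown with compound for 44 hours at 28 °C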
TLR4-MyD88 BLA = inhibitors of human TLR4-MyD88 binding | O00206+Q99836 | HeLa CL3-4 TLR4/MyD88 BLA complementation, FRET ratio | inhibition, % at 8.4 µM | 0.18% of 200,000 active | AID 861; in the data active = inhibition above about 25%;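 note: 0% = vehicle and 100% = reference inhibitor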
PPARg SRC-1 ag = promotes SRC-1 coactivator recruitment by human PPARgamma; P37231; PPARgamma-SRC-1 coactivator recruitment biochemical assay; activation, % at 8 µM; 0.41% of 200,000 active; in the data active = activation above about 19%;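 note: 0% = DMSO and 100% = reference agonist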
TR-FRET SRC-2 ct = counter-screen for PPARgamma SRC-2 recruitment agonists: TR-FRET artefact | hits give high values | TR-FRET ratio at 8 µM | 0.4% of 200,000 active; in the data active = TR-FRET ratio above about 2000; note: inactives centre near 1500; reference of the scale not given here
Redox H2O2 prof = compounds producing H2O2 with reducing agent – biochemical, NIH compound library profiling, artefact control for MLSCN library redox annotation, primary screen | DTT-dependent redox cycling H2O2, phenol red/HRP absorbance; 100% = 100 µM peroxide control, 0% = buffer | activation, % at 10 µM | 0.03% of 200,000 active;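 active = activation of at least 50% relative to the plate's high and low controls in the primary single-dose screen; inactive = activation below 50%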;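 note: compound incubated with DTT at 0.8 mM final as the reducing agent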
bIAP inhibitor = blocks bovine intestinal alkaline phosphatase activity; purified bovine IAP, CDP-star luminescence, 30 min; inhibition, % at 20 µM; 190,000 tested, under 10 active; AID 1019;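 active = over 50% inhibition of intestinal alkaline phosphatase at 20 µM in the single-dose screen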
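Assay system: bovine IAP enzyme; medium: DEA buffer 100 mM, pH 9.8, with MgCl2 1.0 mM, ZnCl2 0.02 mM; doses: 20 µM single dose; incubation: enzyme reaction for 30 min at room temperature; detection: CDP-star luminescence signal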
PPARg SRC-3 ag = PPARgamma-driven SRC-3 recruitment agonism; P37231; biochemical PPARgamma/SRC-3 coactivator recruitment assay; activation, % at 8 µM; 0.26% of 200,000 active; in the data active = activation above about 23%;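 note: 0% = DMSO and 100% = reference agonist; some compounds past the cut are filed as inactive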
* = called active by the depositor; . = no result given.

SMILES	bIAP activator	PPARg SRC2 recr	ROMK mod	S1P3 antag	L major viab	TLR4-MyD88 BLA	PPARg SRC-1 ag	TR-FRET SRC-2 ct	Redox H2O2 prof	bIAP inhibitor	PPARg SRC-3 ag
c1ccc(OCc2nnc3sc(-c4cccs4)nn23)cc1	0.8	4.9	-0.0484	-16.0	-8.4	7.1	6.4	1693	-0.3	16.2	3.5
COC(=O)CSc1nc2ccc(C)cc2[nH]1	1	4.9	.	.	-7.1	-11.1	6.8	1677	2.4	-1.7	1.4
COc1ccccc1-n1c(SCC(=O)Nc2cccc3ccccc23)nc(O)cc1=O	1	5.9	0.571	.	-2.2	2.0	11.0	1780	-0.2	1.3	8.9
Cc1noc(C)c1S(=O)(=O)Nc1ccc(C(=O)N2CCc3ccccc3C2)cc1	1	-2.0	-0.0197	-9.5	-5.8	1.6	-1.9	1581	1.9	2.1	6.1
O=C(c1ccccc1)c1nnc(-c2ccccc2F)o1	0.9	7.1	0.728	5.8	7.2	10.8	-1.8	1473	1.2	9.3	-16.1
Cc1nc2cc(CC(=O)O)ccc2o1	1.1	7.9	.	.	-5.5	-3.7	1.8	1664	-1.5	-8.1	1.1
Oc1ccc(-c2csc(-c3cccnc3)n2)c(O)c1	1	5.2	1.46	-19.9	5.5	0.1	-3.5	1246	2.5	1.4	-0.3
Cc1cccc2cc(C3CC(c4cccs4)=NN3C(=O)CCC(=O)O)c(Cl)nc12 (stereo not drawn)	0.9	-6.3	-0.309	-15.3	1.1	1.8	13.1	1549	0.4	8.5	2.2
Cc1c(C(=O)Nc2ccc(OCc3ccccc3)cc2)cccc1[N+](=O)[O-]	1	-7.6	.	.	-4.4	8.0	-2.0	1327	7.4	0.6	-3.1
CC1CCc2c(C(=O)NCCCN3CCOCC3)csc2C1 (stereo not drawn)	1	1.3	-2.15	4.8	92.8*	6.6	3.8	1534	1.5	4.6	-1.8
NC(=O)C1=C[C@H](c2csc3ccccc23)C[C@H](OCc2ccc(CO)cc2)O1	1.2	9.5	.	-7.3	14.5	-0.4	2.0	1659	-1.1	-16.7	3.6
CC(=O)C(=Nc1ccccc1Cl)NNc1ccc(Cl)cc1	1	9.9	-0.729	.	93.0*	-3.1	-7.6	1470	-2.0	4.1	6.2
CC(=O)Nc1cccc(C(=O)OC(C(=O)c2ccc(C)c(C)c2)c2ccccc2)c1 (stereo not drawn)	0.9	-1.2	.	.	44.6	-20.8	4.2	1737	0.7	5.2	11.8
CC(=O)Nc1ccc(-c2cn3ccsc3n2)cc1	1	10.8	.	-4.6	0.8	11.2	3.6	1686	0.7	-2.2	3.6
O=C(CN1CCCC1)NCC12CC3CC(CC(C3)C1)C2	1.1	-0.7	.	9.3	-1.9	-9.9	-2.5	1526	-0.3	-11.5	-3.5
COc1ccc(Cl)cc1N(C(C)C(=O)O)S(C)(=O)=O (stereo not drawn)	1	-4.7	1.79	-16.0	10.8	-11.2	4.3	1632	-0.3	-1.8	0.9
CC(=O)N1[C@H](C)C=C[C@]1(Cc1ccccc1)C(=O)O	0.9	-4.2	-0.00467	-12.2	-7.5	-9.4	2.2	1388	0.5	7.2	2.4
COc1ccc(-n2c(-c3cccc(C)c3[N+](=O)[O-])n[nH]c2=S)cc1	0.8	5.2	.	.	-7.7	-3.2	4.0	1633	-8.2	15.3	-4.0
Cc1c(NC(=S)N/N=C\c2ccccc2O)c(=O)n(-c2ccccc2)n1C	1	-8.1	0.444	11.2	-3.7	-2.3	5.2	1489	-0.3	-2.9	0.2
O=C(Cn1cnc2c(nnn2Cc2ccccc2F)c1=O)NCc1ccco1	1	1.4	0.88	-4.3	-1.6	-12.5	7.5	1592	-0.8	3.2	12.4
Cc1c(NC(=O)c2cc3ccccc3c(=O)s2)c(=O)n(-c2ccccc2)n1C	0.9	4.7	.	.	-6.0	-8.1	-0.5	1787	-0.5	8.0	2.6
Cc1noc(C)c1Cn1nc(C(=O)O)c2ccccc2c1=O	0.9	-6.6	1.64	-18.2	-2.4	-8.2	-1.3	1531	0.0	10.6	-4.9
CSc1nsc(SCC(=O)N2CCc3ccccc32)n1	0.9	1.1	.	-24.4	-2.1	-24.5	2.5	1559	0.5	9.5	0.7
CCCCc1nc2n[nH]c(N)c2c2c1CSC(C)(C)C2	0.9	-9.7	0.159	.	20.4	0.8	3.7	1412	-0.2	7.8	-6.2
COc1nc2c(C)cccc2cc1-c1noc(-c2ccco2)n1	0.9	8.6	.	12.9	-6.8	1.8	2.2	1602	3.6	5.3	1.6
Cc1cc(C)c2c(N)c(C(=O)NCc3ccco3)sc2n1	1	-2.9	.	-15.5	5.6	-5.2	-6.4	1358	3.7	2.8	6.4
Cc1ccc(C)c(S(=O)(=O)Nc2ccc3scnc3c2)c1	0.9	9.4	-1.27	20.1	4.4	-2.6	6.8	1491	1.5	10.4	1.2
O=C(c1ccncc1)N1N=C(C2CCCCC2)CC1(O)C(F)(F)F (stereo not drawn)	0.9	-0.8	.	-18.2	9.9	-10.7	5.7	1506	-1.1	8.0	4.9
COc1ccc(CNC(=O)C(c2ccc(C)cc2)N(Cc2cccs2)C(=O)c2ccc3c(c2)OCCO3)cc1 (stereo not drawn)	1	6.5	-1.69	.	98.9*	-13.2	8.1	1479	-0.7	-3.8	8.0
O=C(Nc1ccc(F)cc1)c1sc2cc(C(F)(F)F)cnc2c1-c1cccs1	0.8	-3.0	-0.693	.	56.3*	3.8	3.3	1493	0.1	24.6	-2.9
Cc1ccc2nc(Nc3nc(C)cc(C(F)(F)F)n3)nc(C)c2c1	1	-3.2	-0.00801	-7.7	35.5	6.4	-6.9	1397	-0.1	4.1	-0.6
COc1cc2cc(Oc3ccc4ccc(=O)oc4c3)c(=O)oc2cc1O	1	2.7	0.384	-11.2	-3.9	-2.6	8.2	1544	0.5	4.9	1.2
CC(C)[C@H](NC(=O)Nc1cccc(C(F)(F)F)c1)C(=O)O	0.9	1.2	-0.00274	-18.2	1.6	-8.4	4.1	1633	1.6	14.0	-1.9
COc1ccccc1CNC(=O)C(NS(=O)(=O)c1ccc2c(c1)OCCO2)C(C)C (stereo not drawn)	1.2	10.5	-0.244	-3.8	28.3	-20.1	10.4	1709	-0.5	-15.3	3.4
COc1ccc2c(c1)sc1nc(-c3ccccc3)cn12	1.3	-2.9	.	12.8	16.5	-5.3	6.9	1633	-2.2	-26.7	1.8
N#C/C(=N\Nc1cccc([N+](=O)[O-])c1)C(=O)c1ccc(Br)cc1	1	5.6	3.11*	-14.1	13.5	5.7	-2.9	1429	0.3	-4.8	2.3
C/C(CC(=O)N(C(C)C)C(C)C)=N\NC(=O)c1ccccc1Br	0.9	7.2	-0.0487	4.2	-7.0	-20.3	2.9	1690	-0.2	7.4	0.2
CCC(C)NS(=O)(=O)c1ccc(OCC(=O)N2CCCC2)cc1 (stereo not drawn)	1.3	6.4	.	.	-2.4	-4.5	1.9	1677	-0.8	-25.0	1.0
O=S(=O)(c1ccc(-c2csc(Nc3ccc(F)cc3)n2)cc1)N1CCCC1	0.8	-1.9	1.08	-6.7	63.7*	-3.7	15.8	1665	0.6	24.9	5.7
COc1ccc(CS(=O)(=O)CC2(O)CCN(C(=O)c3cccc(C(F)(F)F)c3)CC2)cc1	1.1	3.5	-0.298	-16.9	-6.0	0.7	4.7	1704	-0.7	-9.1	8.0
CC(=O)c1ccc(OCC(O)CN2CCN(Cc3ccc4c(c3)OCO4)CC2)cc1 (stereo not drawn)	0.8	5.0	.	9.4	93.2*	0.3	4.3	1709	-0.7	16.5	14.7
O=C1Nc2ccccc2S/C1=C\C(=O)N1CCCC1	1	-3.3	.	6.3	11.1	-4.0	2.0	1482	-1.2	3.1	-1.0
CC(C)(C)NC(=O)CSc1n[nH]c(=O)n1-c1ccccc1	1	6.3	.	-15.3	-7.4	-4.0	2.1	1264	-0.1	-4.5	-5.7
COc1ccc(OC)c(N2C(=O)CC(Cc3cc(C)cc(C)c3)C2=O)c1 (stereo not drawn)	0.9	7.8	-0.9	.	-4.1	4.2	-3.8	1519	0.5	6.1	3.6
CN(C)c1nccc(N(Cc2ccccc2)Cc2ccccc2)c1C#N	1.1	2.6	.	.	20.7	10.1	-10.8	1413	0.4	-6.1	-6.6
CC1(C2CC2)NC(=O)NC1=O (stereo not drawn)	0.9	2.8	1.58	.	-1.7	4.0	4.9	1534	0.4	14.0	-3.4
Cc1cc(NC(=O)CCCn2nc(C)c([N+](=O)[O-])c2C)no1	1	2.9	-0.205	-2.5	-5.0	-18.4	1.7	1682	-0.2	-4.3	0.9
O=c1c2ccccc2c(C=Nc2cccc(S(=O)(=O)NCc3ccco3)c2)c(O)n1-c1ccc(Cl)cn1	1	1.8	.	0.0	51.0*	-5.0	-10.0	1637	0.6	-1.4	5.5
Cc1cc(C)cc(-n2c(C)nc3cc(C(=O)O)ccc32)c1	1.1	3.5	0.736	1.1	-7.2	5.9	10.3	1595	8.0	-10.4	3.6
CCCCCC(=O)NC(NC(=S)NC1CCS(=O)(=O)C1)C(Cl)(Cl)Cl (stereo not drawn)	1	-2.7	0.0199	.	-3.3	11.1	-0.1	1521	0.4	2.2	6.0
O=C1c2cccc3c([N+](=O)[O-])c(O)cc(c23)C(=O)N1Nc1ccccc1	1	8.4	-0.54	-28.6	-5.5	-0.8	7.0	1682	-0.4	-2.1	5.8
Fc1ccc(-c2ccnc3nc(N4CCN(c5ccccc5)CC4)nn23)cc1	1	-1.2	.	.	27.2	-6.2	1.7	1520	-9.8	-0.8	3.4
Cc1ccc(-c2nnc(SCC(=O)N/N=C/c3c(C)nn(-c4ccccc4)c3C)n2-c2ccccc2)cc1	1	6.3	.	-5.0	2.7	-4.1	6.0	1609	0.4	-1.8	0.9
O=[n+]1c2c(n([O-])c3ccccc31)CCCC2	0.9	13.6	0.551	.	-6.0	2.8	5.6	1660	0.0	11.8	9.8
COc1cc(/C=C(\C#N)C(=O)c2c(C)[nH]c3ccccc23)cc(OC)c1OC	0.9	7.8	.	9.3	-5.3	-6.7	-1.3	1454	0.0	11.0	12.3
O=C(/C=C/c1ccc2c(c1)OCCCO2)c1ccccc1O	1	0.5	.	9.8	21.4	15.8	4.3	1533	-0.4	-0.9	5.3

One compound at a time, from the list above.
Record of `Cc1cc(C)cc(-n2c(C)nc3cc(C(=O)O)ccc32)c1` → bIAP activator: 1.1; PPARg SRC2 recr: 3.5; ROMK mod: 0.736; S1P3 antag: 1.1; L major viab: -7.2; TLR4-MyD88 BLA: 5.9; PPARg SRC-1 ag: 10.3; TR-FRET SRC-2 ct: 1595; Redox H2O2 prof: 8.0; bIAP inhibitor: -10.4; PPARg SRC-3 ag: 3.6
Record of `CCCCCC(=O)NC(NC(=S)NC1CCS(=O)(=O)C1)C(Cl)(Cl)Cl` (stereo not drawn) → bIAP activator: 1; PPARg SRC2 recr: -2.7; ROMK mod: 0.0199; S1P3 antag: .; L major viab: -3.3; TLR4-MyD88 BLA: 11.1; PPARg SRC-1 ag: -0.1; TR-FRET SRC-2 ct: 1521; Redox H2O2 prof: 0.4; bIAP inhibitor: 2.2; PPARg SRC-3 ag: 6.0

Compounds were not picked by outcome; overall some 11% were active at least once.
